# DAX1 inh-1 – NR0B1 (DAX1) inhibition | P51843 | HEK293 Gal4-DAX1 luciferase reporter, luminescence | inhibition, % at 6.75 µM | 0.99% of 340,000 active | AID 504766;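 active = inhibition above the mean over all tested compounds plus 3 SD, cut at about 4.2% in these data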;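 also: 0% = DAX1-transfected cells with DMSO and 100% = empty-vector control cells with DMSO; inhibition shows as a rise in luminescence from relieved DAX1 repression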
# Target sequence (P51843 207-470 limits assumed): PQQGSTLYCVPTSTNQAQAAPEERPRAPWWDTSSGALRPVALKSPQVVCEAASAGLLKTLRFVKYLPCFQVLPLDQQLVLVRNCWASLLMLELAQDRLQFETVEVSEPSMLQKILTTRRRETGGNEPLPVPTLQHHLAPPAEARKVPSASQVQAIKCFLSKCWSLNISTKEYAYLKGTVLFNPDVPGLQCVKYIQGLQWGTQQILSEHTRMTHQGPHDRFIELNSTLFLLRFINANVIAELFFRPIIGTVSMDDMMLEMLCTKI
# hcDAF-12 act – activates DAF-12 receptor from parasite H. contortus. 1.4% of 370,000 active. activation, % at 6.8 µM. HEK293 hcDAF-12 lit1-tk-luc reporter, luminescence; 0% DMSO, 100% Δ7-dafachronic acid;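 active = activation above the mean of all tested compounds plus 3 SD, cut at about 5.5% in these data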;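 also: 100% = response to 3 µM Δ7-dafachronic acid high control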
# ssDAF12 agonist – activators of S. stercoralis DAF-12 nuclear receptor. AID 652126. HEK293 ssDAF-12/GRIP1 lit1-tk-luc reporter, luminescence; % of 3 µM dafachronic acid response. 1% of 370,000 active. activation, % at 6.8 µM;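 active = activation above the mean over all tested compounds plus 3 SD, cut at about 0.9% in these data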;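 also: 0% = DMSO-only wells and 100% = 3 µM delta7-dafachronic acid wells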
# GAA850 FXN act – increases GAA850 frataxin promoter reporter activity | activation, % at 6 µM | HEK293 lucGAA850 FXN promoter luciferase reporter, 24 h; percent of 10 µM SAHA response | AID 540364 | 0.56% of 360,000 active;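 active = activation above the average of all compounds screened plus 3 SD, cutoff fixed separately per campaign, cut at about 7.5% in these data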;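 also: 0% = DMSO wells and 100% = 10 µM SAHA wells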
# NPR1 activator – GC-A (human) enzyme activation. 0.14% of 370,000 active. AID 1671463. P16066. HEK293 GC-A cells, cGMP TR-FRET, EC30 ANP; 0% at EC30 ANP, 100% saturating ANP. activation, % at 10 µM; in the data active = activation above about 40%
# ADAM17 inh – inhibits human ADAM17; inhibition, % at 6.95 µM; 0.83% of 370,000 active; recombinant ADAM17, EDANS/DABCYL FRET peptide cleavage;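 active = inhibition above the mean of compounds lying between control limits plus 3 SD, set per campaign, cut at about 8.5% in these data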;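 also: 0% = DMSO-only wells as the low control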
# Target sequence (P78536 215-824 limits assumed): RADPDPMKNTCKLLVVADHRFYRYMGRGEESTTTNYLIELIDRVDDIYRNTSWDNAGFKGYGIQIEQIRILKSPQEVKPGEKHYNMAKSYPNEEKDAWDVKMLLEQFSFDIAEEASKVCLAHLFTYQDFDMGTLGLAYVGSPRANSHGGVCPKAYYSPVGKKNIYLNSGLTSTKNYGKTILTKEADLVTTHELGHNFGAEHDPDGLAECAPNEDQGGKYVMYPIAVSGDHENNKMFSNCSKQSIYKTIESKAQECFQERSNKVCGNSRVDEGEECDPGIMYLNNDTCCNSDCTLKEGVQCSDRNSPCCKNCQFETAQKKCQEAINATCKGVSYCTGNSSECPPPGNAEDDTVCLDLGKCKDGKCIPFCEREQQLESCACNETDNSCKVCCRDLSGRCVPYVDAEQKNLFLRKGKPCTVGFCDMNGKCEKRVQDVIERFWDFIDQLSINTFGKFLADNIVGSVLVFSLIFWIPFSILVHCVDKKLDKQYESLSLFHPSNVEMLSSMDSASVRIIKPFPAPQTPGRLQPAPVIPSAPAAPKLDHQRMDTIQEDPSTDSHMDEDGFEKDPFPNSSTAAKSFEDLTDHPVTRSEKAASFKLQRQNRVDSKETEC
# SMARCA2 act – SMARCA2 function activation, primary screen; activation, % at 9.1 µM; 1% of 370,000 active; AID 652017; MG213 cells, MMTV-luciferase reporter, dexamethasone, overnight; in the data active = activation above about 7.8%;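 also: 0% = vehicle wells and 100% = reference activator wells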
# ADAM10 inh – inhibits human ADAM10; O14672; recombinant ADAM10, EDANS/DABCYL FRET peptide cleavage, 3 h; inhibition, % at 7 µM; 0.62% of 370,000 active; AID 720582;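 active = inhibition above a per-campaign cutoff equal to the mean of compounds falling between control-based bounds plus 3 SD, cut at about 20% in these data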;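 also: 0% = DMSO wells while the 100% control is not disclosed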
# hgDAF12 agonist – activates the H. glycines DAF-12 receptor ligand-binding domain. HEK293 GAL4-hgDAF12 UAS-luciferase reporter, agonist luminescence; normalized to butyrate control. activation, % at 6.8 µM. 1.8% of 370,000 active;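 active = activation above a cutoff set at the mean of all screened compounds plus 3 SD, cut at about 10% in these data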;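 also: 0% = DMSO wells and 100% = sodium butyrate wells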
# DAX1 inh-2 – inhibitors of DAX1 repression of SF-1 activated StAR promoter | AID 652010 | HEK293T StAR-luciferase reporter, SF-1/DAX-1 repression relief | inhibition, % at 6.8 µM | 1.1% of 370,000 active;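 active = inhibition above the mean over all tested compounds plus 3 SD, cut at about 3.6% in these data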;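 also: 0% = DAX-1 cells with DMSO and 100% = cells lacking DAX-1 with DMSO; higher inhibition means more luminescence from relief of DAX-1 repression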
# PG9 Ab binder – binds the HIV-1 gp120 antibody PG9 | 0.43% of 360,000 active | TR-FRET gp120-PG9 antibody binding | inhibition, % at 6.7 µM | AID 624416; in the data active = inhibition above about 8.5%
# The depositor's hits bear a star; nt = no result given.
SMILES,DAX1 inh-1,hcDAF-12 act,ssDAF12 agonist,GAA850 FXN act,NPR1 activator,ADAM17 inh,SMARCA2 act,ADAM10 inh,hgDAF12 agonist,DAX1 inh-2,PG9 Ab binder
CCN(CC(=O)NCc1ccc(Cl)cc1)C(=O)c1c(C)noc1C,0.9,-0.5,-1.0,0.5,1,-3,3,-3,1.1,-0.5,-1.6
O=C(NC1CCCCCC1)C1CCCN1S(=O)(=O)c1cccc2cccnc12 (configuration not stated),-0.4,1.4,-0.3,-4.8,-3,0,-1,-8,-4.0,-0.4,-2.5
CC(=O)C1=CCC(c2ccc(Cl)c(Cl)c2)N(S(=O)(=O)c2ccc(C)cc2)C1 (configuration not stated),nt,-0.6,-0.8,nt,-13,-3,-1,-12,0.9,-1.1,-1.1
Nc1cc(=O)[nH]c(SCc2csc(-c3ccccc3)n2)n1,-1.4,-0.7,-1.2,3.3,-5,-2,-3,5,-4.5,0.1,-0.8
Cc1cc(C)nc(N/N=C/c2c(C)oc3ccccc23)n1,-0.8,-2.0,-1.1,0.2,3,1,-2,2,-3.5,-0.6,-2.5
O=C(NCC(=O)N1CCCCCC1)c1ccc(Cl)cc1,1.3,-0.1,-0.7,3.4,4,-2,6,5,4.8,0.7,-2.3
COc1ccccc1NC(=O)C1CCN(S(=O)(=O)c2cccc3nonc23)CC1,-1.1,0.5,-1.0,-1.4,-4,0,-2,-3,2.5,-0.4,1.9
CCCC(=O)Nc1ccc2c(c1)nc(CN1CCN(C(=O)OCC)CC1)n2C,0.5,3.2,-1.1,2.2,-1,-6,-1,7,-0.7,0.2,1.3
Cc1cc(C)c(-n2[nH]nnc2=S)c(C)c1,2.1,-0.7,-1.5,0.4,-3,-1,-1,1,7.0,0.0,0.8
CCCc1cc(C(=O)Nc2c(C)n(C)n(-c3ccccc3)c2=O)no1,0.5,1.7,-0.7,-0.5,3,-3,-2,-8,-0.9,-0.1,-0.3
O=C(Nc1ccccc1)N(Cc1cccnc1)Cc1ccco1,0.7,-0.9,-1.7,-0.9,-2,-2,-2,-7,-0.8,0.7,0.8
COc1ccc(N(C)C(=O)c2ccc3c(c2)nnn3C)cc1,-0.9,-2.6,-2.4,2.1,0,-5,1,-7,5.8,0.6,2.4
CCOC(=O)c1ccc(CNC(=O)CSc2nnc(-c3ccncc3)o2)cc1,-1.2,-2.6,-0.9,2.4,-4,-1,-4,3,-0.8,-0.3,-0.3
CCOC(=O)C(O)(C1C(=O)CC(C)(C)CC1=O)C(F)(F)F (configuration not stated),-0.1,0.1,-0.7,1.6,0,-4,-3,3,0.4,-0.6,-1.6
Cc1ccccc1-c1nnn(CC(=O)NCc2ccc3c(c2)OCO3)n1,0.8,0.4,-0.6,-0.9,-4,-3,-2,7,0.7,0.4,1.1
O=C(CCCc1nc2ccccc2s1)NC1CCOC1=O (configuration not stated),-1.8,0.3,-0.5,2.2,1,3,1,2,0.0,0.6,-1.3
O=C(NCCc1ccc2c(c1)OCO2)Oc1ccccc1,nt,-1.8,-1.4,nt,4,-2,-2,-15,3.3,-2.5,1.6
O=S1(=O)CC(O)C(Nc2ccccc2Cl)C1 (configuration not stated),-0.4,-1.0,-1.1,0.6,-1,-1,-2,-3,1.6,-0.5,-0.4
CC(C)Cc1cc(C(=O)N2CCC(N3CCC(C(=O)N4CCOCC4)CC3)CC2)n[nH]1,1.5,0.3,-1.3,2.4,1,-5,0,-11,-1.4,-0.2,-0.2
Cc1ccccc1-n1c(=O)n(CCc2ccccc2)c(=O)c2[nH]cnc21,-0.1,-1.9,-2.1,-0.2,3,-6,-5,3,-1.7,0.0,0.3
Cc1nnc(SCC(=O)N2CCN(Cc3ccccc3)CC2)s1,1.1,-0.2,-1.3,-0.5,5,0,3,3,-0.5,-0.1,-3.7
COC(=O)C1C(=O)C2=C(CC1C)NC(C)=C(C(=O)OC(C)C)C2c1ccc(C)o1 (configuration not stated),0.1,0.3,-0.3,1.5,-12,-6,1,-2,-2.0,0.1,3.0
CCN1C(=O)[C@@H]2[C@@H]3CN(S(=O)(=O)c4ccc(C)cc4)[C@@H](c4ccccc4)[C@@H]3C(=O)C[C@@H]2C1=O,nt,0.5,-0.1,nt,2,-1,-5,-3,-1.4,1.6,-3.2
Cc1c(C(=O)Nc2ccc(C(=O)O)cc2)cnn1C,-0.4,-0.2,-0.9,0.0,0,-3,1,-3,-0.1,0.5,-1.2
COc1ccc(CCNc2nc(=S)[nH]c3cc(OC)c(OC)cc23)cc1OC,-0.8,-2.0,-1.8,0.0,3,-1,-1,-2,-3.1,-0.8,-0.2
Cc1ccc(-c2csc3ncnc(N4CCN(c5ccccc5O)CC4)c23)cc1,0.1,-0.1,-1.0,0.6,-2,2,-2,-5,0.6,-0.6,0.2
CC(=O)Nc1c(C(=O)c2ccc(F)cc2)oc2ccccc12,1.0,-1.5,-2.0,-0.1,10,2,-3,7,-2.4,0.0,-3.3
Cc1ccc(NC(=O)CN(C)S(=O)(=O)c2cnc[nH]2)cc1C,0.2,-0.7,-0.4,0.9,1,-2,1,-2,2.3,0.2,1.1
COc1ccc(-c2nc(CN3CCC(c4ccccc4)CC3)c(C)o2)cc1OC,-1.0,-0.2,-1.1,1.7,-2,-2,2,1,0.9,0.0,-0.3
COc1ccc(S(N)(=O)=O)cc1C(=O)OCC1CCCCC1,-0.4,0.6,-1.1,2.0,5,0,-1,0,0.5,-0.3,-0.3
Cc1ccc2nc(NCC(=O)NN)nc(-c3ccccc3)c2c1,-0.9,-2.1,-1.8,2.9,3,-154,-2,-388,-1.3,-0.6,0.1
Cc1ccc(N2C(=O)C3C4C=CC(C4)C3C2=O)cc1 (configuration not stated),0.1,-1.7,-0.4,0.4,-1,-2,2,-5,1.4,0.3,-0.6
COc1ccncc1-c1ccc(C2=CC(=O)CC(C)(C)C2=O)cc1,1.7,0.9,-0.4,1.9,9,-5,3,-23,7.6,2.0,0.4
Cc1cccc(C)c1NC(=S)NCc1ccccc1,0.8,-0.4,-2.2,-0.9,2,-3,3,-5,1.7,-0.4,-0.3
Nc1nc(SCC(=O)NCc2ccccc2)[nH]c(=O)c1NC(=O)c1ccccc1F,-0.6,-1.3,-1.2,4.5,5,-1,0,-2,-1.8,0.1,-0.3
COc1ccc(S(=O)(=O)N2CCc3ccccc32)cc1OC,0.0,-0.6,-1.6,4.8,3,-1,-2,3,-3.6,0.1,-1.8
O=C(c1csc2c1CCCC2)N1CCCCC1,0.2,-2.0,-1.3,-1.2,1,-3,1,-1,1.1,-0.8,-0.9
CSCCC(NC(=O)/C(=C/c1ccco1)NC(=O)c1ccco1)C(=O)O (configuration not stated),nt,3.3,0.1,1.3,1,-1,-3,-7,1.0,-0.4,-0.7
Cc1ccccc1CC(=O)NC1CCN(Cc2ccccc2)CC1,0.7,-1.4,-1.4,0.2,1,0,-1,4,0.4,-0.1,-0.9
CCCCNC(=O)CCn1c(=O)c2ccccc2n(CC(=O)N2CC(C)CC(C)C2)c1=O (configuration not stated),-0.3,-0.2,-1.0,0.6,2,-4,1,-6,-0.3,0.1,0.9

# By substructure, the compounds so far with an aryl thioether with sulfur outside any ring.
SMILES,DAX1 inh-1,hcDAF-12 act,ssDAF12 agonist,GAA850 FXN act,NPR1 activator,ADAM17 inh,SMARCA2 act,ADAM10 inh,hgDAF12 agonist,DAX1 inh-2,PG9 Ab binder
Nc1cc(=O)[nH]c(SCc2csc(-c3ccccc3)n2)n1,-1.4,-0.7,-1.2,3.3,-5,-2,-3,5,-4.5,0.1,-0.8
CCOC(=O)c1ccc(CNC(=O)CSc2nnc(-c3ccncc3)o2)cc1,-1.2,-2.6,-0.9,2.4,-4,-1,-4,3,-0.8,-0.3,-0.3
Cc1nnc(SCC(=O)N2CCN(Cc3ccccc3)CC2)s1,1.1,-0.2,-1.3,-0.5,5,0,3,3,-0.5,-0.1,-3.7
Nc1nc(SCC(=O)NCc2ccccc2)[nH]c(=O)c1NC(=O)c1ccccc1F,-0.6,-1.3,-1.2,4.5,5,-1,0,-2,-1.8,0.1,-0.3

# Following part
SMILES,DAX1 inh-1,hcDAF-12 act,ssDAF12 agonist,GAA850 FXN act,NPR1 activator,ADAM17 inh,SMARCA2 act,ADAM10 inh,hgDAF12 agonist,DAX1 inh-2,PG9 Ab binder
CCn1cc(CN2CCC(C(=O)Nc3ccc(Oc4cccnc4)cc3)CC2)cn1,-0.4,1.7,-0.8,1.9,-2,-1,4,-2,-1.0,0.9,-3.2
Cc1ccc(C)c(NC(=O)C2(C)CCN2C(C)C)c1 (configuration not stated),nt,0.8,-1.3,2.0,2,-3,3,-1,1.1,-0.5,1.5
CSc1cnc2c(N)nc(N(C)C)nc2n1,-0.1,0.2,-1.1,2.3,23,-27,2,-73,5.1,-0.6,-0.6
Cc1ccc(N2CC(=O)N(NC(=O)CN3CCN(c4ccccc4)CC3)CC2=O)cc1,2.4,0.3,-1.3,-1.1,3,-2,-2,0,-0.6,-0.5,-1.4
O=C1C=C(c2cc(C(F)(F)F)cc(C(F)(F)F)c2)C[C@@H](c2ccc(Cl)cc2)C1,-0.2,-1.5,-1.0,-0.7,8,-1,-1,-2,2.3,0.5,1.2
COc1cc2[nH]c3c(=O)n(CCN4CCCCC4)cnc3c2cc1OC,0.2,-0.8,-0.4,0.7,-2,-58,-3,-177,-0.1,-0.2,-2.9
O=[N+]([O-])c1ccccc1Nc1ccc(O)cc1,-0.4,-1.3,-1.1,1.4,-27,-3,-3,9,-2.3,-1.6,-3.0
O=C(NC(=S)Nc1ccccc1C(=O)O)c1ccc2ccccc2c1,-1.0,-1.3,-0.8,1.0,1,-19,-2,-47,1.2,0.5,-0.9

# Profiles, quoted from the list. Values in the order: DAX1 inh-1	hcDAF-12 act	ssDAF12 agonist	GAA850 FXN act	NPR1 activator	ADAM17 inh	SMARCA2 act	ADAM10 inh	hgDAF12 agonist	DAX1 inh-2	PG9 Ab binder
# Listed for `O=C(NC(=S)Nc1ccccc1C(=O)O)c1ccc2ccccc2c1` → -1.0	-1.3	-0.8	1.0	1	-19	-2	-47	1.2	0.5	-0.9
# Listed for `O=[N+]([O-])c1ccccc1Nc1ccc(O)cc1` → -0.4	-1.3	-1.1	1.4	-27	-3	-3	9	-2.3	-1.6	-3.0
# Listed for `CCn1cc(CN2CCC(C(=O)Nc3ccc(Oc4cccnc4)cc3)CC2)cn1` → -0.4	1.7	-0.8	1.9	-2	-1	4	-2	-1.0	0.9	-3.2
# Listed for `Cc1ccc(C)c(NC(=O)C2(C)CCN2C(C)C)c1` (configuration not stated) → nt	0.8	-1.3	2.0	2	-3	3	-1	1.1	-0.5	1.5
# Listed for `Cc1ccc(N2CC(=O)N(NC(=O)CN3CCN(c4ccccc4)CC3)CC2=O)cc1` → 2.4	0.3	-1.3	-1.1	3	-2	-2	0	-0.6	-0.5	-1.4
